# PTEN del growth: growth suppression of PTEN-null HCT116, primary screen, cell-based, CellTiter-Glo; HCT116 PTEN-null viability, 60 h; active compounds read low; viability, % at 10 µM; 140,000 tested, 1.2% active;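 active means viability at or below a set limit, 4 SD under the median of all tested compounds, cut at about 3.7% in these data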;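 further: PTEN knockout HCT116 line with beta catenin targeted HCT116 as companion control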
# Measles CPE: compounds protecting cells from measles virus cytopathic effect, primary screen, measles RdRp inhibitor project, single point, MLSMR library, absorbance; Measles virus-infected cells, CPE protection; protection (pct of control), % at 4 µM; 140,000 tested, 1.5% active; AID 841, 2007; in the data active means protection mostly above about 24%, no sharp cut-off; inactive means mostly below about 26%; further: some compounds called inactive have numbers as strong as hits
# E-sel TNF inh: E-selectin induction blockers in HUVEC – imaging, immunofluorescence, high content, primary screen. HUVEC TNFa-induced E-selectin immunofluorescence. inhibition, % at 2 µM. 120,000 tested, 0.71% active;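 active means inhibition above the batch mean plus 3 SD, and confirmed as a hit on visual image review, cut at about 43% in these data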;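 further: 0% = TNF-stimulated DMSO wells and 100% = unstimulated control wells; not every result past the cut was called active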
# MRP-1 activ: H69AR viability gain despite doxorubicin, primary screen, MRP-1 activator project, H69AR cells, CellTiter-Glo | 140,000 tested, 0.61% active | viability increase, % at 10 µM | viability rescue;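 active means viability gain under doxorubicin at or above a set limit, the compound median plus 3 SD, cut at about 4.7% in these data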;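 further: MRP-1 overexpressing cells given doxorubicin 25 µM after compound pretreatment; 18-22 h compound pretreatment then 72 h with doxorubicin before readout; 0% = doxorubicin-only wells and 100% = vehicle-treated cells without doxorubicin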
# BB579 growth dn: growth inhibitors of yeast BB579 in restrictive medium, primary screen, yeast lifespan-shortening project, S. cerevisiae; OD615, 48 h; inhibition, % at 10 µM; 140,000 tested, 0.51% active;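 active means inhibition above a set limit, 3 SD over the mean compound inhibition, cut at about 44% in these data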; further: inactives centre near -24
#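 Test system: DeaD yeast strain BB579 / Buffer or medium: restrictive glucose-based CSMM-D medium / Doses: single 10 µM dose / Schedule: 4 h cell preincubation, 48 h compound exposure, 30 °C humidified / Technique: culture absorbance at 615 nm / Controls: amphotericin B positive control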
# NPY-Y2 antag: NPY-Y2 receptor antagonists, primary screen, cell-based | NPY-Y2 expressing cells, antagonist mode | inhibition, % at 2.7 µM | 140,000 tested, 0.99% active | AID 793, 2007; in the data active means inhibition above about 17%;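 further: 0% = vehicle with agonist challenge and 100% = reference antagonist with challenge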
# Target sequence (P49146 whole entry, looked up): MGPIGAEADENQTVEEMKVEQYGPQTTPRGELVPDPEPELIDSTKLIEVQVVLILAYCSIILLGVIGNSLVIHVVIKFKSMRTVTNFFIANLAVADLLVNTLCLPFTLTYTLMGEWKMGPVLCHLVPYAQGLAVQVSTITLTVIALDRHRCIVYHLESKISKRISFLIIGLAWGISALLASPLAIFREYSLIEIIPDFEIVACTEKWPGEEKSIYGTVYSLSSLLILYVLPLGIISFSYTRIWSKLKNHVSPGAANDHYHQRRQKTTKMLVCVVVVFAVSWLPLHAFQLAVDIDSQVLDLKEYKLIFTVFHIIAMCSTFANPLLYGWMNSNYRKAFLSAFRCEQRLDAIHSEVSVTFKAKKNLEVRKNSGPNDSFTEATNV
# Phagocytosis inh: inhibitors of macrophage phagocytosis, primary screen, imaging, J774A.1 cells, IgG beads. J774A.1 macrophage IgG-bead phagocytosis. inhibition, % at 5 µM. 110,000 tested, 0.07% active. AID 1029, 2008;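 active means inhibition above the mean of the plate negative controls plus 5 SD, cut at about 13% in these data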;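 further: phagocytic index as fraction of beads internalized from green versus red external bead signal; plate controls were DMSO negative control for no effect and cytochalasin-D positive control for full effect; some results beyond the cut were filed as inactive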
# GALR2 antag: GALR2 antagonists in receptor-expressing cells, primary screen | antagonist mode | Galanin receptor type 2 (Homo sapiens), O43603 | 140,000 tested, 0.39% active | inhibition, % at 4 µM; in the data active means inhibition above about 27%;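 further: cells stimulated with galanin 1-16 at roughly its EC80; 0% = agonist challenge control and 100% = basal control without agonist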
# Target sequence (O43603 whole entry, looked up): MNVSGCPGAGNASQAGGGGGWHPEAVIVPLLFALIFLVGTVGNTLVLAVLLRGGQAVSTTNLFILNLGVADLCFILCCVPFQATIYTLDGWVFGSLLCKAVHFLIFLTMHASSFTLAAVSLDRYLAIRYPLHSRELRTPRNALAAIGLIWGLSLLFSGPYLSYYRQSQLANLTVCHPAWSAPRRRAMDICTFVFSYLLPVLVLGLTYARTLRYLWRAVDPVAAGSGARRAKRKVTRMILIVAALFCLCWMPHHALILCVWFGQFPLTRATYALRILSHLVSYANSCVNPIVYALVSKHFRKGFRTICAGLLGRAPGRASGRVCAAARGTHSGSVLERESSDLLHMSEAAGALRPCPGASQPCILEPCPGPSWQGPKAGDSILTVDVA
# bCat KO growth: primary screen for growth suppressors in beta-catenin knockout HCT116 cells (colon tumor, human). HCT116 beta-catenin knockout viability, CellTiter-Glo, 60 h; active compounds read low. viability, % at 10 µM. 140,000 tested, 1.5% active. AID 818, 2007;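 active means viability at or under a set limit, the compound median less 4 SD, cut at about 6% in these data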;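 further: 0% = Hyamine 1622 control at 20 µM and 100% = untreated cell control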
# Yeast lifespan up: compounds extending yeast replicative lifespan, primary screen, S. cerevisiae, OD615. inhibition of the nicotinamide effect, % at 10 µM. S. cerevisiae growth with nicotinamide; deaD strain in restrictive glucose medium. AID 775, 2007. 130,000 tested, 0.68% active;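 active means inhibition above a set limit, placed 3 SD over the median of all compounds, cut at about 26% in these data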;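 further: 0% = nicotinamide-treated wells and 100% = cells grown without nicotinamide; some compounds called inactive have numbers as strong as hits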
#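 Measured by: optical density (absorbance) at 615 nm; System: modified budding yeast, DeaD strain; Medium: restrictive CSMM-D dextrose medium; Timing: 4 h preincubation then 48 h treatment at 30 °C.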
# An asterisk follows results filed as active; · = not tested or not shown; & = joins results of further samples. Rows were taken by chance; 6.1% or so of the library scored in one or more.
SMILES,PTEN del growth,Measles CPE,E-sel TNF inh,MRP-1 activ,BB579 growth dn,NPY-Y2 antag,Phagocytosis inh,GALR2 antag,bCat KO growth,Yeast lifespan up
N#Cc1c(NC(=O)CSc2nc3c(c(C(F)(F)F)n2)CCc2ccccc2-3)sc2c1CCCC2,78,5,-6,-0.6,-34,1,0,17,86,-14
COc1ccc(CNC(=O)C2CCN(S(=O)(=O)c3cccc4cccnc34)CC2)cc1,97,2,-20,0.3,-31,-1,·,0,92,0
O=C(CCNC(=O)c1ccccc1Cl)NCC12CC3CC(CC(C3)C1)C2,89,6,16,0.0,-22,2,-1,-3,98,15
CN(C(=O)CSc1nnc2ccccn12)c1c(N)n(Cc2ccccc2)c(=O)[nH]c1=O,100,·,·,3.1,7,0,-10,3,91,11
Cc1c(C(=O)NCc2cccs2)oc2ccc(S(=O)(=O)N3CCOCC3)cc12,110,19,-2,0.0,-31,5,-3,1,103,-10
COCc1cc(=O)n2[nH]c(C)nc2n1,103,39,9,0.0,-56,2,2,9,101,-4
Cc1ccc(C(C(=O)NC2CCCC2)N(C(=O)Cc2cccs2)c2ccc(C)c(C)c2)o1 (centres undefined),60,12,-17,-1.7,-20,24*,0,-8,58,-11
O=C(Nc1ccncc1)c1c(F)cccc1F,62,3,16,-3.4,-31,1,0,4,93,-13
NC(=O)c1ccc(Sc2nnc(-c3cccs3)n2CC2CCCO2)c([N+](=O)[O-])c1 (centres undefined),82,11,·,-4.1,-19,0,0,9,76,6
c1ccc(-c2ccccc2OCCCN2CCCCC2)cc1,62,10,-16,-2.9,-38,18*,2,7,64,9
CCCCc1ccc(-c2nc(-c3ccncc3)no2)cc1,79,26,-42,3.5,-35,9,0,-2,70,-9
CCc1ccc(C(=O)COC(=O)C(CCSC)NC(=O)c2ccccc2)cc1 (centres undefined),98,6,·,-2.1,-11,3,-5,-10,95,3
O=C(COc1cccc2ccccc12)Nc1nc2ccccc2[nH]1,81&80,7,15,-1.5,-51,15,-1,8,84,-20
CCCCn1c(CN2CCN(C)CC2)nc2ccccc21,100,6,-22,-2.8,-12,3,1,-8,93,0
COC(=O)c1ccc(NS(=O)(=O)c2cc(C)ccc2OC)cc1,93,18,6,-0.7,-67,2,·,-3,90,-5
COc1ccc(OC)c(C2=NOC(C(=O)NCC3CCCO3)C2)c1 (centres undefined),92,50,7,1.6,-22,-3,1,8,85,0
COc1ccc(CC(=S)N2CCOCC2)cc1F,104,11,-7,-1.6,5,2,-1,0,94,1
O=C(NCc1ccco1)c1ccc2c(=O)n(Cc3ccco3)c(SCC(=O)N3CCCC3)nc2c1,87,2,·,-0.9,-26,0,0,0,91,-7
CCCn1nnnc1NCc1ccccc1OCc1cccs1,97,14,-10,-0.7,-76,3,-2,4,103,0
CC1CCCN(C(=O)CSc2nc3ccccc3o2)C1 (centres undefined),89,7,9,-0.9,-43,5,-4,-1,92,-21

# By substructure: the compounds so far with a furan ring, fused or not.
SMILES,PTEN del growth,Measles CPE,E-sel TNF inh,MRP-1 activ,BB579 growth dn,NPY-Y2 antag,Phagocytosis inh,GALR2 antag,bCat KO growth,Yeast lifespan up
Cc1c(C(=O)NCc2cccs2)oc2ccc(S(=O)(=O)N3CCOCC3)cc12,110,19,-2,0.0,-31,5,-3,1,103,-10
Cc1ccc(C(C(=O)NC2CCCC2)N(C(=O)Cc2cccs2)c2ccc(C)c(C)c2)o1 (centres undefined),60,12,-17,-1.7,-20,24*,0,-8,58,-11
O=C(NCc1ccco1)c1ccc2c(=O)n(Cc3ccco3)c(SCC(=O)N3CCCC3)nc2c1,87,2,·,-0.9,-26,0,0,0,91,-7

# (list continues)
SMILES,PTEN del growth,Measles CPE,E-sel TNF inh,MRP-1 activ,BB579 growth dn,NPY-Y2 antag,Phagocytosis inh,GALR2 antag,bCat KO growth,Yeast lifespan up
Cc1ccc(S(=O)(=O)NCC(=O)N2CCOCC2)cc1,95,2,·,-2.1,30,3,-1,-1,84,-7
CC1CN(C(=O)CSc2nc(-c3ccc(F)cc3)cs2)CC(C)O1 (centres undefined),77,8,-6,-2.7,13,3,-2,-10,88,-12
COc1cc(CNCC(C)C)c(Br)cc1OCC(=O)NCc1ccccc1,103,13,-10,-4.0,-1,6,·,10,101,·
COC(=O)c1cc(Cl)c(NC(=O)c2cc3ccccc3o2)cc1OC,30,7,-23,-5.4,-48,2,·,-11,48,-18
CCn1cc(C(=O)NCCC2=CCCCC2)c(=O)c2cc(S(=O)(=O)N(C)C)ccc21,81,2,·,-3.8,-29,0,·,-16,77,-5
COCCCNC(=O)Nc1ccc(F)cc1F,106,1,5,0.1,-13,3,-5,1,97,-8
COc1cc(C(Nc2ccccn2)c2c(NC(=O)c3ccco3)sc(C)c2C)cc(OC)c1OC (centres undefined),75,5,·,-2.8,-40,6,6,-8,84,1
CC(NC(=O)Nc1ccccc1)C(c1cccs1)N1CCOCC1 (centres undefined),97,5,·,-2.7,-27,2,·,-12,87,-5
CCOc1ccccc1N1CCN(C(=O)c2cccc(-c3ccc(O)cc3)c2)CC1,81,8,2,-2.3,-3,6,0,-1,83,-23
Cc1ccc(S(=O)(=O)N(C)c2ccc(C(=O)N3CCCCC3)cc2)cc1,71,13,15,-2.5,-11,5,0,13,75,0
Cc1ccc(C)c2c1cc(C)c1nnc(SCC(=O)N3CCCc4ccccc43)n12,80,4,-29,-1.2,-38,6,-11,-4,84,15
Cn1c(=O)[nH]c(=O)c2c1nc(CN1CCOCC1)n2Cc1ccccc1,108,11,16,-0.5,-13,1,·,-13,115,-18
C=CCSc1nnc2nc3[nH]c4c(C)cccc4c3nn12,76,2,13,-4.5,-40,2,·,2,84,-1
O=C1NC(=Nc2ccc(Cl)cc2)/C(=C/c2ccco2)S1,58,8,·,-4.3,-34,3,-7,7,59,0
CCOC(=O)C1CCN(C(=O)CN2C(=O)C(CC)Oc3ccccc32)CC1 (centres undefined),97,11,26,-1.8,-25,7,2,11,94,0
COc1ccc(CNC2CC(=O)N(C)C2=O)cc1 (centres undefined),93,14,-23,0.0,-29,3,0,2,83,-5
COc1ccc(C)cc1NC(=O)C(OC(=O)c1cc(C)oc1C)c1ccccc1 (centres undefined),94,4,16,-1.8,-13,1,-6,8,87,5
Cn1c(CN2CCOCC2)nnc1SCC(=O)Nc1nccs1,98,7,-16,-1.1,-72,5,-1,7,96,-4
CC1CCCCC12NC(=O)N(CC(=O)NC(=O)Nc1ccc3c(c1)OCCO3)C2=O (centres undefined),104,20,-49,0.4,-19,3,-3,1,101,-4
CC(C)(C)C(=O)NC1(C(F)(F)F)N=C2SCCN2C1=O (centres undefined),90,4,-2,-1.2,-17,6,·,11,97,·

# A few values from above:
# Reading of COc1ccc(CNC2CC(=O)N(C)C2=O)cc1 (centres undefined) under Yeast lifespan up: -5
# Reading of C=CCSc1nnc2nc3[nH]c4c(C)cccc4c3nn12 under Measles CPE: 2
# Reading of COCCCNC(=O)Nc1ccc(F)cc1F under Yeast lifespan up: -8

# 4 consecutive compounds out of the list so far, for reference:
SMILES,PTEN del growth,Measles CPE,E-sel TNF inh,MRP-1 activ,BB579 growth dn,NPY-Y2 antag,Phagocytosis inh,GALR2 antag,bCat KO growth,Yeast lifespan up
COc1ccc(C)cc1NC(=O)C(OC(=O)c1cc(C)oc1C)c1ccccc1 (centres undefined),94,4,16,-1.8,-13,1,-6,8,87,5
Cn1c(CN2CCOCC2)nnc1SCC(=O)Nc1nccs1,98,7,-16,-1.1,-72,5,-1,7,96,-4
CC1CCCCC12NC(=O)N(CC(=O)NC(=O)Nc1ccc3c(c1)OCCO3)C2=O (centres undefined),104,20,-49,0.4,-19,3,-3,1,101,-4
CC(C)(C)C(=O)NC1(C(F)(F)F)N=C2SCCN2C1=O (centres undefined),90,4,-2,-1.2,-17,6,·,11,97,·

# Additional records:
SMILES,PTEN del growth,Measles CPE,E-sel TNF inh,MRP-1 activ,BB579 growth dn,NPY-Y2 antag,Phagocytosis inh,GALR2 antag,bCat KO growth,Yeast lifespan up
O=C(CCN1C(=O)c2ccccc2C1=O)Nc1ccccn1,110,4,·,0.6,-36,1,-2,2,88,-15
COc1ccc(N2CCN(C(=O)c3ccncc3)CC2)cc1,101,16,11,0.0,-32,7,1,-7,99,-5
CSCCC(NC=C1C(=O)OC(C)(C)OC1=O)C(=O)O (centres undefined),97,7,-18,-0.6,-17,3,·,3,88,-12
Cc1ccc(NC(=O)CN(c2ccccc2F)S(C)(=O)=O)cc1,99,-1,-4,-1.2,-8,2,0,-4,99,-1
CCCCn1c(SCC(=O)NCc2ccco2)nnc1-c1ccco1,100,6,-69,-2.6,-21,-1,0,1,92,-7
N#Cc1ccc(C(=O)Nc2ccc(N3CCN(C(=O)c4ccco4)CC3)cc2)c(F)c1,97,18,-8,0.3,-45,-2,·,-8,101,-6
Cc1cnc(C(=O)OCC(=O)c2csc(N3CCCCC3)n2)cn1,102,8,-12,-1.6,-17,-1,1,-2,97,-20
CCn1c(Cc2ccccc2)nnc1SCC(=O)Nc1ccc2c(c1)OCO2,87,4,9,-2.0,-41,4,1,4,97,-15
S=C(NC1CCCC1)NC1CC1,95,13,·,-0.8,-21,2,-3,12,94,8
Fc1cccc(Cl)c1CSc1nnnn1-c1ccc2c(c1)OCO2,72,3,-23,-1.6,-51,6,0,18,63,-5
CCn1c(=S)sc2c(=O)[nH]c(C)nc21,102,17,-9,-2.5,-36,7,0,-8,100,0
Cc1ccc2c(Cl)cc(Cl)c(OCC(=O)Nc3cc(C)on3)c2n1,95,13,·,0.7,-38,1,·,-6,87,-15
COc1ccc(-n2cccc2C=O)cc1,99,6,·,-0.2,-27,9,·,15,96,-4
Cc1ccc(-c2noc(CCC(=O)Nc3cc(C)ccn3)n2)cc1,92,13,·,-3.5,-11,2,0,1,87,-5
CCCN(C(=O)Cn1ncc2c(=O)oc3ccccc3c21)c1cccc(C)c1,96,8,9,-3.8,-34,2,-1,6,99,-4
CCOC(=O)Nc1nc(C)c(C(=O)c2ccc(Cl)cc2)s1,100,3,35,-2.0,-24,5,2,5,96,-14
O=C(Nc1ccc(S(=O)(=O)Nc2nccs2)cc1)C1CCCCC1,107,0,-3,-0.6,-47,3,0,11,103,-9

# Screens: PubChem, several laboratories
